GLP1R cytotox: cytotoxicity in counter-screen for GLP-1R inverse agonists; HEK293 cAMP-luciferase reporter cells, luminescence, 24 h; Potency, µM (highest dose often 38.3 µM), for inactives: top-dose activity change, negative = inhibition, usual class: inhibitors; hit rate 0.13% among 410,000;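 further: loss of luciferase light is scored as toxicity; potency means the concentration at half of the fitted maximal effect; on the % scale 0 is the no-effect control and ±100 the full control effect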
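Here, cytotoxicity is scored as loss of luminescence. The MLSMR collection was tested on cells seeded in medium containing 10% Nu serum, with a 24 hr compound exposure preceded by 12 hours of culture.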
TDP43 rescue: inhibitors of TDP-43 toxicity in yeast | TDP-43 expressing yeast growth rescue, BacTiter-Glo, 24 h | Potency, µM (series often up to 46.1 µM), for inactives: at the highest dose growth rescue (activation), usual class: activators | AID 652104 | hit rate 1.8% among 410,000; further: potency means the concentration at half of the fitted maximal effect; % of control where 0% means no effect; nearly all actives have a fitted effect of over 50% in size
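Yeast expressing TDP-43 (pregrown in raffinose, seeded at OD600=0.02 in galactose medium) exposed to compounds 24 hr at 30 deg C. Growth read by BacTiter-Glo luminescence; rescue of toxicity appears as increased signal.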
Akt phos inh: Akt phosphorylation inhibition | Neuro2A IGF-stimulated pAkt S473 HTRF, 20 min; active compounds read low | activity change, % for hits at 50 µM | hit rate 0.32% among 360,000; in the data active means activity change below about -80%; inconclusive means mostly about -51% to -80%; further: on the % scale 0 is the no-effect control and ±100 the full control effect
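Neuro2A cells (4,500/well, DMEM with 0.5% FBS) were treated with compound at a single 50 µM final concentration, stimulated with 6 nM IGF for 20 min at 37 °C, and lysed. Phospho-Akt Ser473 was read by HTRF as 665/615 ratio ×10^4.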
Mm-Cpn inhibitor: M. maripaludis TRiC chaperonin inhibition | purified Mm-Cpn ATPase, ADP Transcreener TR-FRET | Potency, µM (series often up to 76.9 µM), for inactives: top-dose activity, negative = inhibition, actives largely listed as inhibitors | hit rate 0.031% among 330,000 | AID 504842; further: potency means the concentration at half of the fitted maximal effect; on the % scale 0 is the no-effect control and ±100 the full control effect; nearly all actives have a fitted effect of over 80% in size
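ATPase turnover read by TR-FRET ADP competition (Eu cryptate antibody/ADP-d2, 665/590 nm): 10uM ATP final, 25nM Mm-CPN final, 30 min 37degC after 10-min compound preincubation, pH 7.4 Tris/KCl/MgCl2/DTT buffer.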
GLP-1R inv ag: GLP-1 receptor (human) inverse agonism. P43220. HEK293 GLP-1R CRE-luciferase, luminescence, 24 h; GLP-1R form is constitutively active. Potency, µM (top dose mostly 38.3 µM), for the others: at the top dose activity change, negative = inhibition, actives largely listed as inhibitors. hit rate 1.6% among 410,000; further: potency means the concentration at half of the fitted maximal effect; on the % scale 0 is the no-effect control and ±100 the full control effect; nearly all actives have a fitted effect of over 55% in size
Target sequence (P43220 whole entry, looked up): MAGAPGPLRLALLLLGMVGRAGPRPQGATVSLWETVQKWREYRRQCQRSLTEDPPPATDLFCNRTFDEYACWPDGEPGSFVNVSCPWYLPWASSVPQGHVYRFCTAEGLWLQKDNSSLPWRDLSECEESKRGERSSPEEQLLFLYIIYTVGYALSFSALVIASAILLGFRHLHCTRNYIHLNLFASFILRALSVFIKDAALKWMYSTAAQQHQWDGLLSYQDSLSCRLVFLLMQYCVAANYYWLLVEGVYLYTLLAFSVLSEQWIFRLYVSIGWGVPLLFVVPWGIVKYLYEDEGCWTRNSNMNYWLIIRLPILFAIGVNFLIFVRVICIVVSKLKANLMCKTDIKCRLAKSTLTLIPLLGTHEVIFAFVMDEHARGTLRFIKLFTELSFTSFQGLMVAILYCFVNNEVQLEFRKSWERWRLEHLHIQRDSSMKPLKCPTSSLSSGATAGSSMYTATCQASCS
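Readout was luciferase luminescence, measured 12 min after detection reagent at room temperature. Beforehand, GLP-1R reporter HEK293 cells had sat 12 h, then received compounds for 24 hr at 37 deg C.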
aSyn yeast inh: alpha-synuclein toxicity inhibition in yeast; Yeast expressing alpha-synuclein, growth rescue, BacTiter-Glo, 24 h; Potency, µM (titrated, usually from 46.1 µM), for the others: at the highest dose growth rescue (activation), most hits filed as activators; hit rate 0.14% among 370,000; AID 652106; further: potency means the concentration at half of the fitted maximal effect; % of control where 0% means no effect; nearly all actives have a fitted effect of over 65% in size
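Screening used galactose-induced yeast with toxic alpha-synuclein levels, exposed to compound for 24 hr at 30 deg C. Cell growth, read with BacTiter-Glo luminescence, gave the measured signal.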
Abeta yeast res: A-beta toxicity reversal in yeast; yeast expressing A-beta42, growth rescue, OD600, 48 h; response scale: 0% DMSO, 100% iron-clioquinol control; Potency, µM (series often up to 46.1 µM), without a hit: top-dose growth rescue, most hits filed as activators; hit rate 0.063% among 410,000; further: potency means the concentration at half of the fitted maximal effect; nearly all actives have a fitted effect of over 55% in size
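Yeast A-beta toxicity model in growth medium with pinned compounds, 48 h at 30 C; growth read as absorbance at 600 nm. Normalized to FeCl3/clioquinol equimolar mix (positive) and DMSO (negative).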
FUS suppressor: FUS proteinopathy suppression in yeast. Potency, µM (series often up to 76.6 µM), inactives show top-dose growth rescue (activation), usual class: activators. S. cerevisiae FUS-expressing, growth rescue, OD600, 24 h. hit rate 0.24% among 390,000;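 further: potency means the concentration at half of the fitted maximal effect; plate controls were DMSO vehicle for no effect and reference control for full effect; nearly all actives have a fitted effect of over 55% in size; some results filed as inactive show a strong effect at the top dose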
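Quantitative HTS measuring growth restoration of FUS-toxic yeast. Galactose-induced cells (OD 0.005) were exposed 24hr at 30C to compounds at several concentrations, then absorbance at 600 nm was recorded.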
PTHR1 agonist: activates the human parathyroid hormone receptor PTHR1; Q03431; HEK293 GP2 PTHR1 cells, GloSensor cAMP luminescence, 1 h; Potency, µM (titrated, usually from 115 µM), inactives show at the top dose activation, actives largely listed as activators; hit rate 0.075% among 410,000; AID 743266; further: potency means the concentration at half of the fitted maximal effect; nearly all actives have a fitted effect of over 55% in size; some results filed as inactive show a strong effect at the top dose; inactives centre near -15; many of its hits are not listed in these tables
Target sequence (Q03431 whole entry, looked up): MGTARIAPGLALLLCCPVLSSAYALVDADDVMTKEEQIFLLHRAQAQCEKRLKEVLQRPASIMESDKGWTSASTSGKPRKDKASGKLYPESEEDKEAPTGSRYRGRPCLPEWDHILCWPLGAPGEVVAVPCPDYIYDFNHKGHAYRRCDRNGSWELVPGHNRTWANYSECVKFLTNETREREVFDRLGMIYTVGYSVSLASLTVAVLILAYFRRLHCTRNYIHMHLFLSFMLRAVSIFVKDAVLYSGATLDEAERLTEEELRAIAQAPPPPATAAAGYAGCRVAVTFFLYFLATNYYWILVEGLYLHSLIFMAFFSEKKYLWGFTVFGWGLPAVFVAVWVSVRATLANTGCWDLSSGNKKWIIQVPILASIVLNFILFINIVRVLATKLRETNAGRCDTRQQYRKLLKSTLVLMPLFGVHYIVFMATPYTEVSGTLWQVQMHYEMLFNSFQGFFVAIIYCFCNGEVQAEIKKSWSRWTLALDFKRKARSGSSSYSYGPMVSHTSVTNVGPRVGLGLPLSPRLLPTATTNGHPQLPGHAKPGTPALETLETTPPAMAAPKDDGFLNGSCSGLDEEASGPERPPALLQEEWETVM
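HEK-293-derived GP2 cells expressing PTHR1 and a GloSensor cAMP reporter, 3,000/well, plated overnight, given luciferin plus IBMX (each 0.5 mM as added) for 1 h at 37 °C, then compound for 1 h at 37 °C. Luminescence was read after 15 min at room temperature.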
Active calls of the source: *; i = inactive; ? = inconclusive; / = no result given; & = joins results of further samples; [ ] = dose if it differs, or a comment. Unless noted, the call rests on the fitted dose curve; in most records, active means well fitted curve in the direction sought with a large enough effect; inconclusive means small, poorly fitted or top-dose-only effect, or another doubt; inactive means no such curve, though single readings can be large; an effect the other way counts as inactive or inconclusive. This is a subset; count on the stated rates, not on these rows.

Each structure is followed by: GLP1R cytotox	TDP43 rescue	Akt phos inh	Mm-Cpn inhibitor	GLP-1R inv ag	aSyn yeast inh	Abeta yeast res	FUS suppressor	PTHR1 agonist
- O=C(Cc1cccs1)NCCSc1c(-c2ccc(Cl)cc2)[nH]c2ccccc12
→ -3%	8%	i	?	?	?	5%	14%	-50%[inhibitor]
- COc1ccc(OC)c(C2C(C(=O)c3ccc(C)o3)=C(O)C(=O)N2c2cc(C)on2)c1 (stereo unspecified)
→ -24%	-9%	i	-7%	-25%	0%	-38%[inhibitor]	32µM*	-21%
- O=C(N/N=C\c1ccc(CNS(=O)(=O)c2ccccc2)o1)C(=O)Nc1ccc(F)cc1
→ -17%	22%	i	1%	2%	6%	22%	/	i
- COc1ccc(N2CC(C(=O)NC3CCCCC3)CC2=O)cc1 (stereo unspecified)
→ 0%	5%	i	0%	-12%	-1%	15%	0%	-2%
- COc1ccccc1NC(=O)CSc1nnc2ccccn12
→ 2%	8%	i	0%	1%	-7%	6%	-17%	?
- Cc1ccc(C)c(CN2CCC(CNC(=O)Nc3ccc(Cl)cc3)CC2)c1
→ -9%	-1%	i	1%	?	1%	3%	-3%	-17%
- Cc1cc(=O)n2nc(N3CCCC3C(=O)Nc3cccc(Cl)c3C)sc2n1 (stereo unspecified)
→ -2%	-3%	i	-2%	4%	4%	-4%	-16%	i
- COc1ccc(NC(=O)C[C@H]2C(=O)N(c3ccc(Br)cc3)C[C@@H]2CSC)cc1
→ 1%	23%	i	/	?	-1%	-6%	-2%	-67%[inhibitor]
- Cc1cc(C)cc(NC(=O)CCn2ccnc2)c1
→ 5%	-8%	i	1%	3%	-3%	-6%	9%	i
- CCOc1cc(C(=S)N2CCOCC2)ccc1OC(=O)c1cc(OC)c(OC)c(OC)c1
→ 16%	-8%	i	-1%	12%	-6%	-14%	0%	23%
- COc1ccc(OC)c(/C=C2\SC(=S)N(C(C(=O)O)c3ccccc3)C2=O)c1 (stereo unspecified)
→ -8%	4%	i	-6%	?	2%	-6%	21%	-28%
- CC(=O)NCCNc1nc2c(-c3ccccc3)nnn2c2ccccc12
→ 114%[activator]	25%	i	-3%	17%	3%	2%	11%	i
- CCC(=O)c1cn(CC(=O)Nc2ccc(F)cc2)c2ccccc12
→ 0%	-3%	i	/	-10%	2%	-5%	-38%	-34%[inhibitor]
- O=Cc1ccc(OCc2ccc3c(c2)OCO3)cc1
→ -19%	?	i	2%	?	-9%	-19%	-15%	-23%
- C/C(=N\NC(=O)C1CC1)c1cccnc1
→ -2%	10%	i	-3%	5%	0%	-6%	/	i
- CCOC(=O)N1CCN(S(=O)(=O)c2ccc(OCC(=O)OC)cc2)CC1
→ 5%	-24%	i	2%	1%	15%	-3%	-13%	-26%
- Cc1onc(-c2ccccc2)c1C(=O)Oc1cccnc1
→ -2%	?	/	-1%	0%	/	-7%	5%	-17%
- Cc1ccc(NC(=O)CSc2ncnc3ccccc23)cc1S(=O)(=O)N1CCCCC1
→ -1%	14%	i	?	?	0%	2%	49%	-31%[inhibitor]
- O=C(CN1CCN(c2ccccc2)CC1)Nc1ccc(OCc2ccccc2)cc1
→ 2%	?	i	-2%	?	-9%	-8%	39%	i
- C=C[C@]12CC[C@H](OC(C)=O)CC1=CCC1C2CC[C@@]2(C)C1CCC21OCCO1 (stereo partly specified)
→ 12%	4%	i	/	42%[activator]	9%	2%	-9%	i

Ordered by the number under PTHR1 agonist (descending): three of the compounds above.
Structure,PTHR1 agonist
CCOc1cc(C(=S)N2CCOCC2)ccc1OC(=O)c1cc(OC)c(OC)c(OC)c1,23%
Cc1ccc(C)c(CN2CCC(CNC(=O)Nc3ccc(Cl)cc3)CC2)c1,-17%
COc1ccc(OC)c(/C=C2\SC(=S)N(C(C(=O)O)c3ccccc3)C2=O)c1 (stereo unspecified),-28%

Going on with the list:
Each structure is followed by: GLP1R cytotox	TDP43 rescue	Akt phos inh	Mm-Cpn inhibitor	GLP-1R inv ag	aSyn yeast inh	Abeta yeast res	FUS suppressor	PTHR1 agonist
- Cc1ccccc1C(=O)NCC(=O)NNC(=S)NC(=O)c1ccccc1C
→ -8%	-1%	i	-7%	21%	-7%	-2%	3%	-22%
- Cc1ccc(NC(=O)c2c(C)oc3nc(C)nc(N4CCCC4)c23)c(C)c1
→ 1%	2%	/	/	-9%	/	2%	13%	i
- CC(=O)c1nn(-c2cccc(Br)c2)cc1C(=O)c1ccc(Cl)cc1
→ -28%	-2%	i	-2%	13%	3%	3%	14%	-16%
- CCCC1C2CN(C(C)C)CC=C2C(C#N)=C(N)C1(C#N)C#N (stereo unspecified)
→ 43%[activator]	-3%	i	-3%	-28%	-2%	0%	-1%	-35%[inhibitor][57.5 µM]
- COc1cc(OC)cc(C(=O)NC(C(=O)Nc2ccc3c(c2)OCCO3)C(C)C)c1 (stereo unspecified)
→ -2%	17%	i	4%	1%	5%	-6%	5%	i
- CC(=O)N1CCN(S(=O)(=O)c2cccc(C(=O)OCC(=O)N(Cc3ccccc3)C(C)(C)C)c2)CC1
→ 7%	10%	i	1%	?	2%	3%	40%	-91%
- Cc1cccc(CSc2nc3c(c(=O)[nH]2)C(c2cccc(O)c2)CC(=O)N3)c1 (stereo unspecified)
→ -19%	-13%[9.22 µM]	/	/	-11%	/	-35%[inhibitor]	?	-77%[inhibitor]
- Cc1ccc(C(=O)C2=C(O)C(=O)N(Cc3cccnc3)C2c2cccc([N+](=O)[O-])c2)o1 (stereo unspecified)
→ 3%	17%	i	1%	3%	-10%	-16%	43%	i
- CCOC(=O)N1CCC(N2CC34C=CC(O3)C(C(=O)Nc3ccc(OCC)cc3)C4C2=O)CC1 (stereo unspecified)
→ 6%	-11%	i	1%	-10%	12%	-3%	-6%	i
- Cn1c(=O)c2[nH]c(=O)[nH]c2n(C)c1=O
→ 2%	10%	i	/	10%	-8%	0%	41%	-23%
- CCOC(=O)N1CCN(C(=O)CCCn2c(=O)[nH]c3ccccc3c2=O)CC1
→ 23%	-3%	i	-1%	0%	0%	8%	7%	5%
- C[C@H](NC(=O)c1[nH]cnc1C(=O)Nc1ccon1)c1ccccc1
→ 9%	7%	i	1%	7%	-2%	-13%	-9%	-24%
- CCN1CCN(C(=O)CN2C(=O)c3ccccc3S2(=O)=O)CC1
→ 0%	15%	i	0%	-6%	-1%	-1%	-6%	-39%[inhibitor]
- Cc1noc(C)c1S(=O)(=O)N(C)C[C@H]1Oc2c(NC(=O)Nc3ccccc3)cccc2C(=O)N([C@H](C)CO)C[C@@H]1C
→ -2%	22%	i	-4%	0%	4%	3%	21%	i
- CCOCC(=O)Nc1cccc(SC)c1
→ -4%	-2%	i	1%	5%	-6%	1%	-8%	-1%
- O=C(Nc1nnc(CSCc2ccc(F)cc2)s1)c1cccc([N+](=O)[O-])c1
→ -7%	4%	i	-1%	0%	2%	-2%	/	-33%[inhibitor]
- CC1CC(C)CN(C(=O)Cn2nnc(-c3ccccc3)n2)C1 (stereo unspecified)
→ -15%	-3%	i	0%	-25%	2%	2%	22%	i
- CC(C)[C@H](NC(=O)N1CCn2c1nc1ccccc12)C(=O)N[C@H](Cc1ccccc1)C(=O)O
→ -1%	-19%	i	1%	8%	0%	-19%	9%	-14%
- Cn1c(=O)oc2cc(S(=O)(=O)Nc3ccc(O)cc3)ccc21
→ -20%&-2%	1%&17%	i	1%	2%&2%	8%	-11%&-7%	37%&0%	-5%&-13%
- COc1ccc(-c2noc(-c3cccc(Cl)c3)n2)cc1OC
→ -3%	13%	i	-6%	0%	-1%	-16%	8%	-6%
- CCCCNC(=O)CN1CCN(Cc2ccc3cc(OC)ccc3c2)CC1
→ 2%	-7%	i	-3%	?	-7%	-22%	-4%	i
- Cc1c(C(=O)Nc2ccc(C(=O)O)cc2)nnn1-c1ccccc1
→ 2%	4%	/	/	1.8µM*	/	5%	27%	-23%
- CCCCNC(=O)C1c2ccccc2OCC(=O)N1CCc1ccc(OC)c(OC)c1 (stereo unspecified)
→ 4%	0%	i	/	22%	-1%	-7%	-15%	-11%
- Cc1cc(C)cc(-n2ccnc(NCCc3ccccc3)c2=O)c1
→ 8%	25%	/	/	1%	/	-6%	4%	i
- Cc1cc(C)nc(Nc2ccccc2F)n1
→ -6%	10%	i	1%	9%	-4%	-9%	8%	-2%
- COc1ccc(CCNC(=O)C(=O)NCC(c2ccco2)S(=O)(=O)c2cccs2)cc1OC (stereo unspecified)
→ 3%	22%	/	/	17%	/	-3%	10%	-2%
- Cc1c(C(=O)NCc2ccc3c(c2)OCO3)sc2nc(-c3ccc(F)cc3)cn12
→ 2%	4%	i	1%	13%	14%	6%	-20%	-27%
- CCCCNCCOCCOc1ccccc1-c1ccccc1
→ ?	-8%	i	-2%	?	-3%	4%	23%	i
- CCN1C(=O)/C(=C\c2cccc(OC(=O)c3ccco3)c2)SC1=S
→ 0%	-11%	i	0%	12%	7%	-1%	23%	-1%

Compound activity as filed in PubChem.
